# TROY NFkB inh = inhibitors of TROY-driven NF-kB signaling, primary screen, Q293 LMP1-TROYcd cells, NF-kB luciferase, uHTS; Q293 LMP1-TROYcd NF-kB luciferase reporter, 4 h; hit rate 0.98% among 360,000; inhibition, % at 10 µM;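 active means compounds whose plate-normalised and pattern-corrected inhibition of the luciferase reporter signal at the single screening dose is 50% or more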
# NR2E3 ag-1 = NR2E3 agonists in two-hybrid cells, primary screen, cell-based, luminescence, CHO-S, Gal4-NCOR/VP16-NR2E3; inhibition of corepressor binding, % at 3.98 µM; luciferase; AID 602229, 2012; Photoreceptor-specific nuclear receptor (Homo sapiens), Q9Y5X4; hit rate 0.35% among 360,000;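 active means inhibition above the mean of all tested compounds plus 3 SD, cut at about 70% in these data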;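 further: 0% = DMSO with NR2E3 transfected cells and 100% = cells lacking NR2E3 construct; higher means lower luciferase signal from less NR2E3 corepressor binding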
# Target sequence (Q9Y5X4 whole entry, looked up, the tested form may be a part): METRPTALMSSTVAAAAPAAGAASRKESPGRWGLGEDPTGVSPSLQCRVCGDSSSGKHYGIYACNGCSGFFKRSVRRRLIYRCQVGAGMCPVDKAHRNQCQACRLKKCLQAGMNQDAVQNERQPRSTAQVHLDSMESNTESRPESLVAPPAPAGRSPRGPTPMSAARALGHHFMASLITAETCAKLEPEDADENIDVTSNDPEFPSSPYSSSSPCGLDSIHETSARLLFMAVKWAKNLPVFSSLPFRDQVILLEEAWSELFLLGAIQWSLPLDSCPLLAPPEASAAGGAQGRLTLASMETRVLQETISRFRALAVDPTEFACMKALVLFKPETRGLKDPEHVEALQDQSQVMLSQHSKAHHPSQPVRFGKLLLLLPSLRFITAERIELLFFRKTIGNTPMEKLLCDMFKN
# CF NFkB block = inhibitors of PAF-induced NF-kB signaling, primary screen, cell-based, GFP fluorescence, uHTS. AID 588850, 2011. inhibition, % at 5 µM. hit rate 0.86% among 360,000. KKLEB NF-kB-GFP reporter, GFP fluorescence overnight;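 active means at least 50% inhibition at 5 µM, scaled per plate between neutral and stimulator controls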;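 further: PAF is a Pseudomonas aeruginosa culture filtrate used as stimulus; plate controls were PAF-stimulated DMSO wells for no effect and unstimulated DMSO wells for full effect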
# Peg3 prom inh = Peg3 promoter-driven luciferase inhibitors, primary screen, cell-based, HeLa, luciferase luminescence. HeLa PEG-Prom luciferase reporter, overnight. inhibition, % at 20 µM. hit rate 1.7% among 360,000. AID 588405, 2011;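 active means inhibition of at least 50% at 20 µM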
# TWEAK-Fn14 inh = inhibitors of TWEAK-Fn14 signaling, primary screen, luciferase reporter cells, uHTS | TWEAK-stimulated Fn14 reporter cells, luciferase luminescence, 8 h | AID 1159606, 2016 | inhibition, % at 10 µM | hit rate 2% among 360,000; in the data active means inhibition above about 50%
# NR2E3 ag-2 = inhibitors of NR2E3-RetCOR corepressor binding, primary screen, NR2E3 agonist project, biochemical, TR-FRET, GST-NR2E3, biotin-RetCOR | Photoreceptor-specific nuclear receptor (Homo sapiens), Q9Y5X4 | 1536-well | inhibition of corepressor binding, % at 4.78 µM | hit rate 0.12% among 320,000 | AID 2300, 2010;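 active means percent inhibition above the cutoff of mean plus 3 SD of all tested compounds, set per screening campaign, cut at about 20% in these data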;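 further: 0% = DMSO wells and 100% = biotin wells as full block of FRET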
#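 System: GST-tagged NR2E3 plus biotinylated RetCOR corepressor; Buffer or medium: pH 7.5 Tris-based buffer; Probe or stimulus: RetCOR corepressor, biotinylated, 7 nM; Doses: compound at 4.8 µM, single dose; Schedule: 5 h incubation at 4 °C; Technique: time-resolved FRET; Evaluation: percent inhibition of TR-FRET ratio; Replication: one well per compound, singlicate testing.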
# HIF-2a block = HIF-2a reporter inhibitors, primary screen, luminescence, 786-0 RCC cells. 786-0 RCC cells HIF-2a reporter, luciferase luminescence, overnight. inhibition, % at 18.8 µM. hit rate 0.72% among 360,000;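 active means inhibition of the luminescence signal of 40% or more relative to plate controls, in a single-dose primary screen at 18.75 µM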
# KKLEB cytotox = cytotoxicity in KKLEB CF airway cells, primary screen, cytotoxicity control for CF NF-kB inhibitor project, cell-based, uHTS, fluorescence assay plates | AID 602141, 2011 | KKLEB CF airway cells viability, ATPlite luminescence, overnight; active compounds read low; cells stimulated with P. aeruginosa culture filtrate | hit rate 0.36% among 360,000 | activity change (cytotoxicity), % at 5 µM;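 active means corrected activity change at or below -50% at 5 µM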
# Shn3 3UTR inh = reduction of Shn3 3'UTR firefly luciferase signal, primary screen, Schnurri-3 inhibitor project, cell-based, Clone20 osteoblasts, set 2; Clone20 osteoblast Shn3 3'UTR firefly luciferase, 24 h; inhibition, % at 12.5 µM; hit rate 0.52% among 360,000; AID 588674, 2011;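 active means mean inhibition of at least 75% with every replicate also reaching 75%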;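 further: 0% = median of neutral control wells and 100% = pilot-screen positive control compound; some compounds past the cut are filed as inactive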
# C8 TRAIL sens = viability loss with TRAIL in NB7+C8 cells, primary screen, TRAIL sensitizer project, cell-based, ATPlite luminescence; inhibition (viability loss, TRAIL sensitization), % at 10 µM; hit rate 1% among 360,000;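 active means compounds causing at least 50% loss of cell viability in the single-dose screen, relative to plate controls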
# TRPM1 prom inh = inhibitors of MITF-dependent TRPM1 promoter reporter, primary screen, cell-based, SK-MEL-5, single point, luciferase; SK-MEL-5 TRPM1 promoter luciferase, 24 h; inhibition, % at 12.5 µM; hit rate 0.83% among 330,000; AID 488899, 2010;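 active means mean inhibition across replicates of 60% or more, whatever share of single replicates reaches that level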; further: values of inactives mirror those of a sister screen read the other way
# * marks the source's active call; other numbers are inactive results; . = not tested or not shown. Not all compounds are listed; the hit share may differ from the screen's.
Structure	TROY NFkB inh	NR2E3 ag-1	CF NFkB block	Peg3 prom inh	TWEAK-Fn14 inh	NR2E3 ag-2	HIF-2a block	KKLEB cytotox	Shn3 3UTR inh	C8 TRAIL sens	TRPM1 prom inh
COc1ccc(Cl)cc1NS(=O)(=O)c1cccc(C(=O)NCC(C)(C)N2CCOCC2)c1	-8	9	-8	18	-1	1	10	-10	-13	2	1
COc1ccc(C(=O)O)cc1F	4	-13	-1	0	5	3	14	0	-6	-6	3
O=C(Nc1ccncc1)c1cc(-c2ccccc2)nc2ccccc12	16	4	6	49	9	.	-27	-16	17	32	.
CCCCNc1cc(F)nc(N)n1	17	-16	11	7	14	0	6	3	-4	-2	-10
Cc1ccc(C(=O)C2=C(O)C(=O)N(c3ncccn3)C2c2ccc(Cl)cc2)o1 (stereo unspecified)	-15	5	-8	8	-7	26*	17	7	-1	-11	-3
CN(C)c1ccc(C=C(C#N)C(=O)c2ccccc2)cc1Br	-3	19	-5	8	-1	.	9	14	0	5	.
COc1ccc(C)cc1S(=O)(=O)Nc1cccc(Cl)c1Cl	7	5	-4	18	11	3	19	2	11	-16	-7
Cc1cc(C(=O)NCc2ccc(Cl)cc2)n(-c2ccccc2)n1	-5	22	5	6	1	0	13	-6	7	-6	0
Cc1cc(C(=O)COC(=O)CNC(=O)c2ccc(F)cc2)c(C)n1Cc1ccco1	71*	-19	8	-257	72*	3	-47	9	-21	-7	-26
CC(=O)N(c1ccc(N(C(C)=O)S(=O)(=O)c2ccccc2)cc1)S(=O)(=O)c1ccccc1	18	-13	17	3	-3	0	-1	-6	-11	1	-2
O=c1[nH]n(-c2ccc(F)cc2)c2ncccc12	-7	-29	-15	-26	-21	-8	-11	2	5	4	11
NC(=O)C1CCN(c2oc(-c3cccs3)nc2S(=O)(=O)c2ccc(Br)cc2)CC1	-6	-14	4	22	25	.	8	1	-7	15	-1
CC1CCN(c2ccc(N3C(=O)C4CCCCC4C3=O)cc2[N+](=O)[O-])CC1 (stereo unspecified)	-27	-17	-15	-16	-17	-2	-19	-1	-18	11	-8
Cc1nc2ccc(Nc3ccncc3)cc2s1	12	-11	1	2	-11	1	3	6	.	-22	-21
CCc1cc(C(=O)Nc2ncccc2O)sc1C	28	-176	-37	-16	45	2	-45	17	-15	30	-4
Cc1cc(C)nc(Nc2nc(C(N)Cc3ccc(F)cc3)cs2)n1 (stereo unspecified)	1	-17	-1	-44	-37	.	-6	2	29	38	.
Cc1cccc(NC(=O)CCCN2C(=O)C3CC=CCC3C2=O)c1 (stereo unspecified)	-44	-14	4	-1	-14	-1	-20	-17	1	4	-4
Cc1nn(Cc2ccccc2)c(C)c1C(=O)OCC(=O)c1cc(C)n(CC(F)(F)F)c1C	19	41	4	25	-1	2	14	7	25	-2	0
CCN(CC(=O)Nc1cc(Cl)ccc1C)C(=O)CCOc1ccc(C)cc1	-13	16	6	13	-10	0	2	-2	-16	11	5
COc1ccc(NC(=O)NCCCCc2ccccc2)cc1OC	8	9	10	15	-1	1	11	4	14	8	14
Cc1cccc(Nc2cc(C)c3c(O)cccc3n2)c1C	1	-40	33	-188	17	1	-252	-5	-21	28	-46
O=C(CCCN1C(=O)c2cccnc2Oc2ccc(Cl)cc21)N1CCCCC1	-15	-20	5	16	8	1	16	1	-25	14	2
NC(=O)c1c(NC(=O)c2ccc(N3C(=O)CCC3=O)cc2)sc2c1CCCC2	-1	9	-30	-26	11	5	-13	13	-4	3	-5
CCCc1n[nH]c(=O)c2c1nnn2Cc1ccccc1F	4	-23	-6	11	6	2	13	2	-24	-3	9
CCN=C(Nc1ccc2c(c1)OCO2)SC1CC(=O)N(c2ccccc2F)C1=O (stereo unspecified)	-7	-15	17	4	-11	-3	-16	-12	-4	1	-3

# (next part)
Structure	TROY NFkB inh	NR2E3 ag-1	CF NFkB block	Peg3 prom inh	TWEAK-Fn14 inh	NR2E3 ag-2	HIF-2a block	KKLEB cytotox	Shn3 3UTR inh	C8 TRAIL sens	TRPM1 prom inh
Cc1ccc(S(=O)(=O)N2CCOCC2)cc1NC(=O)c1cc([N+](=O)[O-])ccc1N1CCOCC1	-11	-16	5	-4	-2	-2	15	5	-4	5	5
O=C1C=C(c2cccc(Cl)c2)C[C@@H](c2ccc(F)cc2)C1	-20	-25	9	-12	-22	0	-36	-4	-11	-5	-1
Cc1ccccc1C1C(C#N)=C2N=C(N)c3c(sc4c3CCCCC4)N2C2=C1C(=O)CC(C)(C)C2 (stereo unspecified)	40	-8	9	-8	38	4	-23	-6	1	14	-2
COc1ccc(/C=C/C(=O)Nc2ccccc2C(=O)NCC(c2ccc(OC)cc2)N(C)C)cc1 (stereo unspecified)	38	-63	18	-79	28	3	-88	-12	-36	32	-24
NS(=O)(=O)c1cccc(NC(=O)CNC(=O)CC23CC4CC(CC(C4)C2)C3)c1	52*	32	-18	3	-1	2	18	-5	7	-2	6
CCCc1cc(=O)[nH]c(SCC(=O)N(CC)C2CCS(=O)(=O)C2)n1 (stereo unspecified)	4	5	1	8	3	3	12	-15	6	-4	-1
CCOCCCNCC(=O)N1CCN(S(=O)(=O)c2ccc(C)cc2)CC1	-12	-1	16	6	16	3	-5	-4	4	6	6
CCn1c(O)c(/C=N/N=C2CCCCC2)c2cc(C3=NNC(=O)CC3)ccc21	3	1	-7	27	1	-3	10	6	29	-1	10
COc1ccc2c(c1)C=C(C(=O)NCc1ccc(Cl)cc1)CO2	16	-9	-14	-5	24	-6	18	-10	15	1	-3
COC(=O)c1cc(NC(=O)C(C)c2ccc(CC(C)C)cc2)ccc1O (stereo unspecified)	18	38	11	17	14	-1	4	-3	47	23	13
C=CC[C@H](CC(=O)NCCO)C(=O)N[C@@H](C)COC(=O)[C@@H](CC=C)CC(=O)OC(C)(C)C	-1	-27	8	-10	2	.	2	7	4	2	3
CC(=O)N1CCOc2ccc(S(=O)(=O)N3CCC(C(=O)Nc4ccc(C)c(C)c4)CC3)cc21	-6	22	-13	-7	11	-3	8	10	22	-5	11
Cc1cc(C)n2nc(-c3ccc(F)cc3)cc2n1	-61	-116	-6	-266	7	.	-216	9	-163	3	.
Cc1nc2ccccc2n1C1CC(=O)N(N(C)C)C1=O (stereo unspecified)	0	-7	-13	10	6	-2	1	5	-15	-18	8
CCOC(=O)C1CCN(C(c2cccc(F)c2)c2sc3nc(C)nn3c2O)CC1 (stereo unspecified)	-4	-4	-14	7	-1	0	10	22	16	8	.
COc1cc(CCC(=O)Nc2nnc(C)s2)cc(OC)c1OC	3	-50	11	10	8	-3	13	-6	-11	22	17
CN(C)CC1CCCCC1OC(=O)c1ccc(Cl)cc1 (stereo unspecified)	16	-9	10	3	1	-4	7	8	13	7	-5
CCNc1nc(Cl)nc(N(NC(C)=O)C(C)C)n1	17	-4	3	12	1	1	23	5	5	-10	7
Cc1ccccc1CC1(CO)CCCN(Cc2ccc3c(c2)OCCO3)C1 (stereo unspecified)	7	-14	-13	0	6	4	24	4	2	8	13
Cc1cc(Cl)c(O)c(-n2nc3ccccc3n2)c1	-32	8	-8	-94	-19	0	-67	3	-73	17	-61
O=C(OCc1nnc(-c2ccccc2)o1)c1cc(=O)[nH]c2ccccc12	3	-13	4	-1	-1	0	5	-27	2	8	6
CSc1nc(C(=O)N2CCCC(N3CCN(c4ccccc4C)CC3)C2)cs1 (stereo unspecified)	2	-11	-3	0	-6	-3	-1	12	-5	-10	25
Cc1ccccc1C(=O)Nc1nnc(-c2ccco2)s1	50	-128	8	-1	-2	-5	-35	3	0	29	17
COc1ccc(/C=C/C(=O)CC(O)(c2ccccc2)C(F)(F)F)cc1 (stereo unspecified)	-36	-10	11	42	29	-1	17	-5	13	0	-9
COc1cc(CN2CC(=O)N(c3cc(Cl)ccc3C)C2=S)cc(OC)c1OC	24	-4	12	28	-6	-1	19	1	19	8	9

# Arranged by value in Peg3 prom inh (smallest number first): 3 of the compounds above
Compound,NR2E3 ag-1,CF NFkB block,Peg3 prom inh,TWEAK-Fn14 inh,NR2E3 ag-2,HIF-2a block,Shn3 3UTR inh,TRPM1 prom inh
Cc1ccccc1C1C(C#N)=C2N=C(N)c3c(sc4c3CCCCC4)N2C2=C1C(=O)CC(C)(C)C2 (stereo unspecified),-8,9,-8,38,4,-23,1,-2
COc1ccc2c(c1)C=C(C(=O)NCc1ccc(Cl)cc1)CO2,-9,-14,-5,24,-6,18,15,-3
O=C(OCc1nnc(-c2ccccc2)o1)c1cc(=O)[nH]c2ccccc12,-13,4,-1,-1,0,5,2,6

# (next part)
Structure	TROY NFkB inh	NR2E3 ag-1	CF NFkB block	Peg3 prom inh	TWEAK-Fn14 inh	NR2E3 ag-2	HIF-2a block	KKLEB cytotox	Shn3 3UTR inh	C8 TRAIL sens	TRPM1 prom inh
Cc1ccccc1/C=N/N1C(=O)CSC1=S	7	-35	-1	2	12	-4	-8	3	1	-19	8
COc1ccc(C)cc1NC(=O)CCCN1C(=O)C2CC=CCC2C1=O (stereo unspecified)	18	3	-8	17	6	3	16	20	-1	-15	8
O=S(=O)(c1ccccc1F)N1CCc2ccccc2C1	-8	-5	-6	19	8	4	9	7	-6	7	-14
O=C(NNC(=O)c1ccccc1F)c1cccc(Cl)c1	-36	-62	4	-136	-14	4	-142	3	-48	7	-52
CCCN(CC#CC(O)(c1ccccc1)c1cccnc1)CCC (stereo unspecified)	21	-26	-4	9	2	1	14	3	-2	-7	14
CCN(CC)CCNc1nc(-c2ccco2)c2c(c1C#N)CC(C)(C)OC2	-9	-28	-2	3	-6	4	15	9	-3	-5	-8
Cc1ccc(CNC(=O)c2nc3nc(C)cc(C)n3n2)cc1	-14	0	7	-27	11	4	-7	1	-1	0	-6
CC(C)n1nc(C(=O)Nc2ccccc2N2CCOCC2)c2ccccc2c1=O	-13	0	8	41	-16	-1	16	-2	13	-11	7
Cc1cccc(CNC(=O)c2sc(=O)n(Cc3c(C)cccc3C)c2C)c1	-2	-20	23	-1	15	.	-14	-5	5	-8	.
Cc1cc(C)cc(NC(=O)c2cnn(-c3ccccc3)c2C2CCNCC2)c1	21	-4	3	12	-6	1	10	1	-20	-10	2
CN(C)C(=S)Oc1ccccc1C1(C)OCCO1	-7	-19	4	10	14	.	3	-6	15	-10	.
O=C(Nc1nnc(-c2ccco2)o1)c1ccc(N2C(=O)CCC2=O)cc1	-4	-12	-14	-6	1	-1	5	12	2	10	7

# Screens as filed in PubChem BioAssay.
